LGR2 inh: blocks bursicon-induced cAMP signaling via Drosophila LGR2. HEK293 LGR2, CRE-luciferase, bursicon-stimulated, 4 h. 380,000 tested, 0.35% active. inhibition, % at 9.99 µM. AID 720647;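 active means drop in luminescence signal, shown as inhibition above about 50% in the replicate tests, limit read from the data, passing the limit was not always enough; inconclusive means probably only some replicates passing the limit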;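 further: agonist challenge used bursicon conditioned medium at about half maximal strength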
ARNT-TACC3 inh: disrupts binding between human ARNT and TACC3; AlphaScreen His-ARNT PAS-B/GST-TACC3 binding, luminescence; TACC3 fragment carries E629A point mutation; inhibition, % at 9.99 µM; 390,000 tested, 0.66% active; AID 623870;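 active means mean inhibition of replicates at least 50% and at least half of replicates each reaching 50%; inconclusive means half or more replicates reach 50% but mean below 50%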;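 further: 0% = complete ARNT plus TACC3 wells and 100% = ARNT alone without TACC3; many hits fall short of the cut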
EWS-Fli inh: blocks EWS/Fli oncoprotein-driven transcription; A673 NR0B1-luciferase reporter, viability-normalised; inhibition, % at 12.6 µM; 350,000 tested, 0.67% active;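 active means mean inhibition of at least 50% after viability correction, with every replicate also passing that limit; inconclusive means mean reaches 50% but only one of two replicates passes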;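 further: firefly luciferase signal divided by Alamar Blue viability fluorescence both relative to DMSO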
SIRT5 inh: blocks human SIRT5 desuccinylation of peptide; Q9NXA8; Purified SirT5, succinyl-peptide AMC, trypsin-coupled fluorescence; inhibition, % at 15 µM; 330,000 tested, 1.1% active; in the data active means inhibition above about 15%; inconclusive means no clear call, values can overlap the other calls
Target sequence (Q9NXA8 whole entry, looked up): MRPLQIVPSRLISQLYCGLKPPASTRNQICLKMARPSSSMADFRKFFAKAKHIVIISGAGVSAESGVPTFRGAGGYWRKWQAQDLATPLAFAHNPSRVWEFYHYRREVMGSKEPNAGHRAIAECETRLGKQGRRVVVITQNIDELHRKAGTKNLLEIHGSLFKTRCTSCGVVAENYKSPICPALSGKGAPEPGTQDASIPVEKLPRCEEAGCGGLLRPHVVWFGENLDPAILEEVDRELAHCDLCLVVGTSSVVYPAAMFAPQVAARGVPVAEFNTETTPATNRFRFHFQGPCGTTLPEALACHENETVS
DENV2 CPE: inhibitors of DENV2 cytopathic effect. DENV2-infected cells, cytopathic effect rescue, plate reader. CPE inhibition, % at 9.99 µM. 350,000 tested, 1.7% active; in the data active means CPE inhibition above about 20%, passing the limit was not always enough; inconclusive means no clear call, values can overlap the other calls; tested in BHK-21 cells;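 further: 0% = median of neutral control wells and 100% = median of positive control wells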
Casp6 inh: inhibitors of human caspase-6; purified caspase-6, Z-VEID-R110 cleavage fluorescence; inhibition, % at 12.5 µM; AID 686996; 350,000 tested, 0.53% active; P55212;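 active means mean inhibition across replicates at least about 35%, with every replicate also reaching that limit, limit read from the data; inconclusive means only one of the two criteria met; inactive means neither criterion met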;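 further: 0% = median of neutral control wells and 100% = no fluorescence left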
Target sequence (P55212 24-179 limits assumed): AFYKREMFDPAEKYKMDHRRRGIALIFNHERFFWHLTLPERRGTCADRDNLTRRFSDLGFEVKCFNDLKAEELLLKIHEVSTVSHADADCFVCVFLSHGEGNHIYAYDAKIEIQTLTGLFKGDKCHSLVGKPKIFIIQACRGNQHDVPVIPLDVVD
Target sequence (P55212 194-293 limits assumed): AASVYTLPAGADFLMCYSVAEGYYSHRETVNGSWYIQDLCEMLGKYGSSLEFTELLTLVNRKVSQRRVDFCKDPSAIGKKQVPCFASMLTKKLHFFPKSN
PAX8 reporter: PAX8 transcriptional activity inhibition; RMG-I TPO-luciferase reporter, SteadyGlo, 24 h; inhibition, % at 12.6 µM; 360,000 tested, 1.2% active; AID 652154;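 active means mean replicate inhibition at least 60% with every replicate also reaching 60%; inconclusive means only one of the two criteria is met; inactive means mean below 60% and not all replicates reaching 60%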;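 further: luciferase light reporting Pax8 driven TPO promoter activity; plate controls were median of neutral control wells for no effect and mitoxantrone controls for full effect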
* = called active by the depositor; u = inconclusive; x = not tested or not shown; & = joins results of further samples. The order is random (roughly 4.9% active in at least one column).

A first look (2 entries):
SMILES	LGR2 inh	ARNT-TACC3 inh	EWS-Fli inh	SIRT5 inh	DENV2 CPE	Casp6 inh	PAX8 reporter
CCCCCCCCN1C(=O)[C@@H](CC(=O)NCC2CCCCC2)C[C@@]2(C(=O)OC)C1=C[C@H](C(C)(C)C)O[C@@H]2C	29	x	-14	x	-3	2	-9
FC(F)(F)Oc1ccccc1C(c1nnnn1C1CCCC1)N1CCN(C/C=C/c2ccccc2)CC1 (centres undefined)	6	x	7	7	2	-3	26

The list itself (from the top)
SMILES	LGR2 inh	ARNT-TACC3 inh	EWS-Fli inh	SIRT5 inh	DENV2 CPE	Casp6 inh	PAX8 reporter
CCCCCCCCN1C(=O)[C@@H](CC(=O)NCC2CCCCC2)C[C@@]2(C(=O)OC)C1=C[C@H](C(C)(C)C)O[C@@H]2C	29	x	-14	x	-3	2	-9
FC(F)(F)Oc1ccccc1C(c1nnnn1C1CCCC1)N1CCN(C/C=C/c2ccccc2)CC1 (centres undefined)	6	x	7	7	2	-3	26
O=C(c1ccncc1)N1CC(=O)N2[C@H](C1)[C@H](c1ccc(-c3cccnc3)cc1)[C@@H]2CO	11	x	1	-3	-5	-2	2
Cc1cc(C)c2cc(C#N)c(SCC(=O)Nc3cc(C)on3)nc2c1	-4	-1	-12	5	0	-1	-4
C[C@@H]1CN([C@H](C)CO)C(=O)c2cc(NC(=O)Nc3cccc4ccccc34)ccc2O[C@H]1CN(C)S(C)(=O)=O	-20	-3	4	1	0	-3	5
CC(=O)NCCn1c(SCc2ccccc2F)nc2ccccc2c1=O	-7	5	x	0	x	4	4
C[C@H]1CN([C@@H](C)CO)C(=O)c2cc(NS(=O)(=O)c3ccc(Cl)cc3)ccc2O[C@H]1CN(C)Cc1ccc(C(=O)Nc2ccccc2N)cc1	-15	x	61*	6	-4	4	4
O=C(Cc1nnc(NC(=O)Nc2ccccc2F)s1)NCc1ccccc1	-17	x	-5	-2	3	-2	-19
CCc1nc2c(OCc3ccc(F)cc3)cccn2c1N(C)C(=O)C(C)C	-8	x	-5	-1	-6	2	7
O=S(=O)(NCC[C@H]1CC[C@@H](NS(=O)(=O)c2cccc(Cl)c2)[C@H](CO)O1)c1cccc(F)c1	-8	-11	2	-1	-1	-1	0
COc1ccccc1N1CCN(C(=O)CCSCc2ccccc2F)CC1	-14	14	-2	-4	u	0	-5
CN(C)CCCNC(=O)C[C@@H]1CC[C@@H]2[C@H](COC[C@H](O)CN2S(=O)(=O)c2ccc(Cl)cc2)O1	9	7	10	-2	-6	0	-13
COc1ccccc1CNC(=O)C[C@H]1C=C[C@H](NC(=O)CN(C)C)[C@@H](CO)O1	10	2	x	1	-2	3	x
COc1cccc(-c2ccc3c(c2)O[C@@H](CN(C)C(=O)C2CC2)[C@H](C)CN([C@H](C)CO)S3(=O)=O)c1	-13	0	-5	-16	-5	-1	x
CC(C)[C@@H](C)NC(=O)N(C)C[C@@H]1OCc2ccccc2-c2ccccc2C(=O)N([C@@H](C)CO)C[C@@H]1C	16	-1	-8	-3	-2	0	-26
N#Cc1cccc(-c2ccc([C@H]3[C@@H](CO)N[C@@H]3CNC(=O)C3CCC3)cc2)c1	-16	x	4	0	-2	-1	x
C[C@@H]1CN([C@@H](C)CO)C(=O)c2cccc(NC(=O)c3cnccn3)c2O[C@@H]1CN(C)Cc1ccc2c(c1)OCO2	-1	41	10	2	-4	-1	-17
CC1CCCCC1NC(=O)Cn1nnc(-c2ccc(Cl)cc2)n1 (centres undefined)	-3	26	-2	1	-4	1	x
COc1ccc2c3c(n(C)c2c1)[C@@H](CO)N(S(C)(=O)=O)CC31CCN(Cc2cncnc2)CC1	4	x	-5	2	-2	-2	12
O=C(NCCCn1ccnc1)c1ccc(S(=O)(=O)Nc2ccccc2)cc1	6	10	-4	4	-4	-6	13
CC1Cc2nc(SCC(N)=O)n(Cc3ccccc3)c(=O)c2S1 (centres undefined)	-12	3	2	2	2	-1	1
CCc1noc(C)c1C(=O)NNC(=O)COc1cc(C)ccc1C	-2	8	-4	-3	u	-1	0
Cc1cccc(NC(=O)c2cc(-c3cc(C)c(C)cc3O)n[nH]2)c1	-84	-6	-122	-5	8	-7	-215
Cc1ccc(N(CC(=O)NC(C)(C)C)C(=O)CNC(=O)c2cccs2)c(C)c1	7	-5	-6	-1	4	-3	-18
CCC1CCCCN1C(=O)c1cc(COc2ccc3ncccc3c2)on1 (centres undefined)	-1	2	20	-3	-1	-7	28
Cc1ccc(Cl)cc1NC(=O)c1ccc(NC(=O)CCC(=O)O)cc1	5	-7	-28	1	x	-2	3
CCOC(=O)c1sc(NC(=O)c2cccnc2)c(C#N)c1C	-19	-7	x	0	x	5	x
N#C/C(=C\c1coc2ccccc2c1=O)C(N)=S	5	-2	12	-2	0	1	20
COc1ccccc1NC(=O)N[C@@H]1CC[C@H](CC(=O)N[C@@H](C)c2ccccc2)O[C@H]1CO	1	-1	-2	-1	2	-3	-17
O=C(c1ccncc1)N1CC(=O)N2[C@H](C1)[C@@H](c1ccc(-c3cccnc3)cc1)[C@@H]2CO	8	x	0	-4	-4	0	-10
O=C1c2ccccc2-c2c1cccc2C(=O)N1CCCCCC1	5	18	-2	-1	2	0	23
CCOc1ccc2oc(C(=O)NC3CC(C)(C)NC(C)(C)C3)c(C)c2c1	-12	-4	5	-8	-6	-6	5
COc1ccc(C2=NOC3(CC(=O)N(c4ccc(F)cc4)C3=O)C2)cc1 (centres undefined)	14	-3	10	1	-1	-1	0
C/C=C/c1ccc([C@H]2[C@@H](CO)N(Cc3ccccn3)[C@H]2CNC(=O)CC)cc1	2	41*	-2	x	x	x	8
COc1ccc(NC(=O)Nc2ccc3c(c2)C(=O)N([C@@H](C)CO)C[C@@H](C)[C@@H](CN(C)S(C)(=O)=O)O3)cc1	-4	-2	-3	0	-9	0	x
CC(C)CC#Cc1cnc2c(c1)C(=O)N([C@@H](C)CO)C[C@@H](C)[C@H](CN(C)C(=O)CC1CC1)O2	4	-1	-6	-2	1	2	x
COc1cccc(-c2ccc([C@H]3[C@@H](CO)N4CCCCN(Cc5cncnc5)C[C@@H]34)cc2)c1	-9	-2	-14	x	x	x	1
C/C(=N/NC(=O)CC1N=C(Cc2ccccc2)NNC1=O)c1cccnc1 (centres undefined)	-18	-3	-2	-4	4	6	16
CN1C(=O)c2cc(NC(=O)c3cccc(F)c3)ccc2OC[C@@H]2O[C@H](CC(=O)NC3CCC3)CC[C@@H]21	7	-2&-10	-8&-2	x	11&3	x	3&7
O=C(C1CCCN1S(=O)(=O)c1cccc2nsnc12)N1CCCCCC1 (centres undefined)	2	-13	-2	-2	2	-2	-8
C/C=C/c1ccc2c(c1)O[C@@H](CN(C)C(=O)CN(C)C)[C@H](C)CN([C@H](C)CO)S2(=O)=O	-8	-1	-10	-3	8	-1	x
Cc1cc(Br)c(OCc2ccc(C(=O)N/N=C3\CC(=O)CC(C)(C)C3)cc2)c(Br)c1	15	-4	0	-5	76*	2	32
Cc1cc(Nc2ccc(C(C)C)cc2)n2ncnc2n1	1	x	-3	x	-1	0	12
C[C@H](CO)N1C[C@H](C)[C@@H](CN(C)S(=O)(=O)c2cccs2)OCCCC[C@H](C)Oc2ccc(NC(=O)Nc3ccccc3)cc2C1=O	4	-4	-1	8	0	0	0
Cc1ccc(S(=O)(=O)N2CCC[C@H]2C(=O)OCC(=O)N2c3ccccc3NC(=O)C2(C)C)cc1	12	4	-2	-6	-5	4	39
O=c1cc(CN2CCCc3ccccc32)nc2sccn12	-2	x	2	x	-3	-4	20
CCOc1ccc(C(CC(=O)O)NC(=O)COc2ccc3ccccc3c2)cc1OC (centres undefined)	12	-10	4	-6	3	2	15
CCOc1cc(NC(=O)c2ccccn2)c(OCC)cc1NC(=O)c1ccccc1	1	0	12	-1	-3	0	21
Cc1ccccc1NC(=S)Nn1cnnc1	-18	x	-5	-1	-4	-4	8
C[C@H](CO)N1C[C@H](C)[C@H](CN(C)C(=O)NC2CCCCC2)Oc2ncc(Br)cc2C1=O	13&6	-4	7&11	-3&-7	0&-3	-1&16	-1&-12
Cc1cc(N2CCOCC2)nc(SCc2c(Cl)cccc2Cl)n1	-18	-8	8	2	-4	-1	-1
CCS(=O)(=O)N1Cc2ccccc2CC1C(=O)Nc1ccc(F)c(F)c1 (centres undefined)	-27	-4	-94	-1	5	2	-102
O=c1c2c(-c3ccc(Cl)cc3)csc2ncn1/N=C/c1cccc([N+](=O)[O-])c1O	-1	18	-1	-4	4	5	29
C[C@H]1CN([C@@H](C)CO)C(=O)Cc2cc(NS(C)(=O)=O)ccc2O[C@H]1CN(C)Cc1ccc(C(=O)Nc2ccccc2N)cc1	-9	0	22	x	6	-2	2
Cc1ccc(S(=O)(=O)N(C)C[C@@H]2Oc3cc(C#Cc4ccncc4)ccc3S(=O)(=O)N([C@H](C)CO)C[C@@H]2C)cc1	37	x	28	x	x	x	78*
Cc1cc(SCC(=O)NC2CCCC2)nc2ccccc12	17	-5	1	x	-8	1	-1
C[C@@H]1CN([C@H](C)CO)C(=O)Cc2cc(NC(=O)c3ccncc3)ccc2O[C@H]1CN(C)S(=O)(=O)c1cccs1	-25	-8	-4	x	19	-1	x
Cc1nccn1CCCNC(=O)CC1C(=O)NCCN1Cc1ccccc1C(F)(F)F (centres undefined)	-5	-3	2	-5	x	-19	-13
CC(C(=O)Nc1ccccc1C#N)N1C(=O)NC2(CCCCCC2)C1=O (centres undefined)	5	-1	-4	-12	1	0	-3
COCc1cc(=O)[nH]c(N2CCN(C(=O)c3ccco3)CC2)n1	19	-1	13	0	-3	1	3

(more compounds)
SMILES	LGR2 inh	ARNT-TACC3 inh	EWS-Fli inh	SIRT5 inh	DENV2 CPE	Casp6 inh	PAX8 reporter
COc1ccc(N2CCN(C3CCCN(C(=O)CCN4CCCCO4)C3)CC2)cc1 (centres undefined)	-3	10	1	0	6	1	-3
Fc1cccc(NC(=S)Nc2cccc3ccccc23)c1	-36	34	-2	-1	2	-4	6
CC(NS(=O)(=O)c1ccc(Br)cc1)c1ccccc1 (centres undefined)	11	-9	2	-2	-2	1	-16
O=S(=O)([N-]c1nc2ccccc2nc1-[n+]1ccc(Cc2ccccc2)cc1)c1ccc(Br)s1	-7	-5	29	0	-17	2	71*

Retrieved by compound from the entries so far:
SMILES	LGR2 inh	ARNT-TACC3 inh	EWS-Fli inh	SIRT5 inh	DENV2 CPE	Casp6 inh	PAX8 reporter
COc1ccc(N2CCN(C3CCCN(C(=O)CCN4CCCCO4)C3)CC2)cc1 (centres undefined)	-3	10	1	0	6	1	-3
Fc1cccc(NC(=S)Nc2cccc3ccccc23)c1	-36	34	-2	-1	2	-4	6
O=S(=O)([N-]c1nc2ccccc2nc1-[n+]1ccc(Cc2ccccc2)cc1)c1ccc(Br)s1	-7	-5	29	0	-17	2	71*
CC(NS(=O)(=O)c1ccc(Br)cc1)c1ccccc1 (centres undefined)	11	-9	2	-2	-2	1	-16

Taken from the entries so far for reference:
SMILES	LGR2 inh	ARNT-TACC3 inh	EWS-Fli inh	SIRT5 inh	DENV2 CPE	Casp6 inh	PAX8 reporter
COc1ccc2c3c(n(C)c2c1)[C@@H](CO)N(S(C)(=O)=O)CC31CCN(Cc2cncnc2)CC1	4	x	-5	2	-2	-2	12
O=C(NCCCn1ccnc1)c1ccc(S(=O)(=O)Nc2ccccc2)cc1	6	10	-4	4	-4	-6	13
CC1Cc2nc(SCC(N)=O)n(Cc3ccccc3)c(=O)c2S1 (centres undefined)	-12	3	2	2	2	-1	1
CCc1noc(C)c1C(=O)NNC(=O)COc1cc(C)ccc1C	-2	8	-4	-3	u	-1	0
Cc1cccc(NC(=O)c2cc(-c3cc(C)c(C)cc3O)n[nH]2)c1	-84	-6	-122	-5	8	-7	-215
Cc1ccc(N(CC(=O)NC(C)(C)C)C(=O)CNC(=O)c2cccs2)c(C)c1	7	-5	-6	-1	4	-3	-18
